CHO-K1 Ca PAM – nonselective activator or artifact in parental CHO-K1 calcium assay; ATP EC20, Fluo-8 calcium fluorescence; 0% at ATP EC20, 100% at ATP max; hit rate 0.02% among 360,000; activation, % at 3 µM;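 active = activation above the run cutoff, the mean activation of all test compounds plus 3 SD, cut at about 40% in these data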;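 also: peak over basal fluorescence ratio in a 140 s read after ATP addition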
M1 antag – blocks human M1 muscarinic receptor; P11229; CHO-K1 hM1, Fluo-8 calcium fluorescence, ACh EC80 antagonist; inhibition, % at 3 µM; hit rate 1.3% among 360,000; AID 588852;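 active = percent inhibition above its own plate's cutoff, namely the mean of that plate's compound wells plus 3 SD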;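 also: peak over basal fluorescence ratio during 140 s after agonist addition; 0% = ACh EC80 plus DMSO and 100% = DMSO alone without agonist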
Target sequence (P11229 whole entry, looked up): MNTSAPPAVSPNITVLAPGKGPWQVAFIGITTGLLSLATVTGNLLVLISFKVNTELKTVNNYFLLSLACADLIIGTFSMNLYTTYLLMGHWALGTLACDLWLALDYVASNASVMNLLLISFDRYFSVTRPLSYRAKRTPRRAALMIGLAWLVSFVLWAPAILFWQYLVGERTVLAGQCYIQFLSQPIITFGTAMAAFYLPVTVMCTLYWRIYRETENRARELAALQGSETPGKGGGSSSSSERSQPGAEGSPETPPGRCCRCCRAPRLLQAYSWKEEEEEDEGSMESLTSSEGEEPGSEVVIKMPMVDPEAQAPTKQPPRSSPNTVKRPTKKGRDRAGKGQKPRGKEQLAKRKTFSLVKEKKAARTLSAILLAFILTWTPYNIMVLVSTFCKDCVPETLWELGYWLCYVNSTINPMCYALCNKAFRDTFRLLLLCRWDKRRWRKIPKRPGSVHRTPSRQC
CHO-K1 Ca antag – counter-screen for M1 antagonists: effect in parental CHO-K1 cells | ATP-induced calcium, Fluo-8 fluorescence | inhibition, % at 3 µM | hit rate 0.6% among 360,000 | AID 602250;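 active = inhibition above a per-plate cutoff, the plate's mean sample inhibition plus 3 SD, cut at about 24% in these data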;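 also: 0% = DMSO plus EC80 ATP and 100% = DMSO alone without ATP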
CHRM1 PAM – positive allosteric modulators of human M1 muscarinic receptor. AID 588819. CHO-K1 hM1, Fluo-8 calcium fluorescence, ACh EC20; 0% = ACh EC20, 100% = maximal ACh. P11229. hit rate 0.088% among 360,000. activation, % at 3 µM; in the data active = activation above about 19%, passing the limit was not always enough
TAAR1 antag – antagonists of human TAAR1; inhibition, % at 3 µM; AID 624466; CHO RD-HGA16 TAAR1, Fluo-8 calcium fluorescence, antagonist; Q96RJ0; hit rate 1.5% among 360,000;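 active = inhibition above a per-plate cutoff, the mean inhibition of test compounds on that plate plus 3 SD, cut at about 49% in these data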;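 also: 0% = DMSO plus EC80 beta-PEA response and 100% = DMSO alone without agonist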
Target sequence (Q96RJ0 whole entry, looked up): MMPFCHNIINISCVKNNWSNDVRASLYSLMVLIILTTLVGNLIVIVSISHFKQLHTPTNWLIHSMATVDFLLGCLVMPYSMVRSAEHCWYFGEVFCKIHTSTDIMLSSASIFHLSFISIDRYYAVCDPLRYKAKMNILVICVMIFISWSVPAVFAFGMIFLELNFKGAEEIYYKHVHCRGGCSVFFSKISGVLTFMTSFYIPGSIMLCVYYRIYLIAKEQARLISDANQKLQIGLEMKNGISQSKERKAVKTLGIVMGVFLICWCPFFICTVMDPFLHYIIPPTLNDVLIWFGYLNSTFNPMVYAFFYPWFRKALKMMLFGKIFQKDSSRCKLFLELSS
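Test system: hTAAR1-expressing CHO RD-HGA16 cells, Gα16-coupled; Probe or stimulus: EC80 β-phenethylamine stimulus; Compound dosing: single nominal final test compound concentration of 3 µM; Timing: 140 s kinetic read after compound, 140 s after agonist; Signal: Fluo-8 calcium-sensitive fluorescence; Measure: % inhibition of agonist calcium response; Controls: DMSO and EC80 PEA controls.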
CHO parental Ca – counter-screen for OX1R antagonists: effect in parental CHO cells; parental CHO-K1, ATP-induced calcium, Fluo-8 fluorescence; inhibition, % at 5.6 µM; hit rate 0.63% among 330,000;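 active = inhibition above that plate's mean sample inhibition plus 3 SD, cut at about 26% in these data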;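 also: 0% = ATP-challenged DMSO wells and 100% = DMSO wells without ATP; some compounds past the cut are filed as inactive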
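Material: Parental CHO cells | Reagent: ATP | Compound dosing: Single nominal dose of 5.6 µM per compound | Detection: Intracellular calcium via Fluo-8 no-wash fluorescent dye | Read-out: % inhibition of ATP-induced calcium mobilization | Benchmarks: Low control ATP plus DMSO, high control DMSO only | Replicates: Singlicate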
M1 ag parental – nonselective activator or artifact in parental CHO-K1 cells; Fluo-8 calcium fluorescence; scaled to maximal ATP response, vehicle zero; activation, % at 3 µM; hit rate 0.48% among 360,000; AID 602248; in the data active = activation above about 15%;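 also: untransfected CHO-K1 host cells lacking M1 receptor as counterscreen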
TAAR1 ag – agonists of human TAAR1. Q96RJ0. CHO RD-HGA16 TAAR1, Fluo-8 calcium fluorescence; vehicle wells 0%, saturating PEA agonist 100%. activation, % at 3 µM. hit rate 0.99% among 360,000;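 active = activation above the mean activation of all test compounds in the run plus 3 SD, cut at about 38% in these data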
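Signal – calcium-sensitive Fluo-8 signal, excitation 470-495, emission 515-575 nm · System – RD-HGA16 (CHO) cells co-expressing Gα16 and hTAAR1 · Incubation – 17-24 h seeding, 75 min 37 °C dye, 30 min RT · Compound dosing – 3 µM single concentration · Repeats – no replicates (n 1)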
CHRM1 agonist – human M1 muscarinic receptor agonism. P11229. CHO-K1 hM1, Fluo-8 calcium fluorescence, agonist mode; 0% DMSO, 100% acetylcholine EC100. activation, % at 3 µM. hit rate 0.33% among 360,000;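 active = activation above the run's mean compound activation plus 3 SD, cut at about 16% in these data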;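 also: peak over basal fluorescence ratio within a 140 s kinetic read after compound addition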
* = called active by the depositor; x = not tested or not shown.

SMILES	CHO-K1 Ca PAM	M1 antag	CHO-K1 Ca antag	CHRM1 PAM	TAAR1 antag	CHO parental Ca	M1 ag parental	TAAR1 ag	CHRM1 agonist
CC(=O)OCC(O)C1(O)CCC2C3CCC4=CC(=O)CCC4(C)C3C(O)CC21C (stereo not given)	21	-6	-14	3	-13	x	0.8	2	-1
COc1ccc(NC(=O)CC2SC(=N)N(c3ccccc3)C2=O)c(OC)c1 (stereo not given)	13	-17	-4	10	-23	-3	-0.2	-1	-3
O=C(N1CCCCC1)N1CCN(S(=O)(=O)c2ccc(Cl)cc2)CC1	1	-1	-1	-2	14	-11	1.2	1	-3
CCOc1ccc(N2C(=O)Nc3ccc(Br)cc3C2(O)C(=O)NCCN(C)C)cc1 (stereo not given)	-1	-3	-5	0	-6	-8	0.3	-1	-3
CCc1noc(C)c1C(=O)OCC(=O)Nc1ccc(F)cc1Cl	-21	13	10	-3	1	-19	0.1	3	-4
C=CCC(CC=C)(C(=O)O)c1ccccc1	13	-7	-8	6	6	-5	0.2	4	-4
Cc1ccccc1C(=O)NC(=S)Nc1ccc(S(=O)(=O)N(C)c2ccccc2)cc1	16	-6	-5	0	9	2	0.2	2	-5
C=C1C(C(=O)Nc2ccc(OC)cc2)C1C(=O)Nc1ccc(OC)cc1 (stereo not given)	-13	25*	1	-4	-13	-11	0.0	-1	-3
Cc1ccccc1NC(=O)COC(=O)c1cccc(S(=O)(=O)N2CCCCC2)c1	3	7	11	4	5	-20	0.2	5	-4
Cc1ccccc1N1CCN(C2CCCN(C(=O)CCn3cnnn3)C2)CC1 (stereo not given)	-13	5	4	-2	-12	-24	0.2	0	-6
COC(=O)c1ccn(CSc2cc(Cl)ccc2Cl)n1	-15	-10	-6	13	-14	-8	-0.3	1	-6
COc1ccc(/C=N/OC/C(O)=C(\C#N)c2nc3ccccc3[nH]2)cc1OC	17	-7	-3	12	10	-9	0.1	-1	-6
CCOc1ccc(/C=C2\SC(=O)N(CCNC(=O)CN3C(=O)NC4(CCCC4)C3=O)C2=O)cc1OC	16	-15	-11	8	9	-3	0.6	-1	-5
O=S(=O)(c1ccc(Cl)cc1)N1CCN=C1SCc1cccc(Cl)c1	-1	-3	11	-11	6	-26	1.4	7	-6
COc1ccc(C(=O)NC2CCCCCC2)cc1S(=O)(=O)N1CCOCC1	-2	-6	-3	5	1	-6	1.6	2	-2
O=C(c1ccc2nc[nH]c2c1)N1CCN(c2ncc(C(F)(F)F)cc2Cl)CC1	-13	1	-1	26*	-23	-2	2.2	5	11
COc1ccc(OC)c(NC(=O)C2CCCC2)c1	15	-17	-17	9	9	-15	0.1	1	-3
Cc1nc(-c2ccc(S(=O)(=O)N3CCN(c4ccccc4)CC3)cc2)co1	14	-13	-18	7	-6	-1	2.0	-1	-3
N#CC1CC(c2ccccc2)=NN1c1ccccc1[N+](=O)[O-] (stereo not given)	-13	5	24*	-5	5	-10	-0.1	2	-6
COc1ccc(CNC(=O)c2sc(=S)n(-c3ccccc3)c2N)cc1	-4	-13	-2	7	8	-29	1.4	3	-1
O=[N+]([O-])c1ccc(N/N=C/c2cccnc2)cc1	0	4	1	1	-2	-16	1.7	25	-3
O=C(CSc1nnc(-c2ccccc2)o1)N1CCCC1	21	9	-22	1	5	-11	1.6	1	-4
COc1ccc(-c2[nH]c(-c3ccc(F)cc3)nc2SCC(=O)NCc2ccco2)cc1OC	8	-2	11	-8	23	0	2.1	6	-3
O=C(c1ccc(Br)o1)N1CCN(C/C=C/c2ccccc2)CC1	-3	2	2	-2	4	-9	0.2	9	-6
CC1(C(=O)NS(=O)(=O)c2ccccc2C(F)(F)F)CCN1C(=O)CC1CCCCC1 (stereo not given)	-8	2	6	5	-15	x	0.0	2	-4
CC1CCN(CC(=O)Nc2ccccc2C#N)CC1	8	-25	-10	5	-7	-15	-0.1	11	-4
Cc1ccccc1NC(=O)c1cccnc1	14	9	-8	8	-8	2	-0.3	4	1
O=C(NNC(=O)C12CC3CC(CC(C3)C1)C2)c1ccccc1O	5	-1	-1	2	-23	-3	0.3	2	0
O=C1c2ccccc2C(=O)N1CCCCSc1nnc(-c2ccc(OC(F)F)cc2)o1	15	4	5	6	8	-8	-0.4	0	-1
O=C1c2ccccc2C(=O)N1Cc1ccc2c(c1)OCO2	-12	-8	-12	7	14	-19	-0.2	3	-4
COc1ccc(C(=O)NCCNc2nc3c(C)cccc3cc2C#N)cc1OC	6	-3	-10	5	0	-6	0.6	10	0
CS(=O)(=O)Nc1cccc(-c2cc(NC=O)c3ncc(-c4ccc(F)cc4)n3c2)c1	9	4	-12	-2	33	x	1.9	6	-1
O=C(CCc1nc(-c2ccccc2Cl)no1)NC1CCCC1	16	-1	-1	3	9	-12	1.2	-1	-3
N#Cc1nc(-c2ccccc2F)oc1N1CCCC1	-10	-8	-9	7	3	-7	-0.6	15	-12
CN(CC(=O)c1c(N)n(C)c(=O)n(C)c1=O)c1ccccc1	2	-1	-3	1	-16	-14	0.5	1	-5
COC(=O)Cn1cc(/C=C(/C#N)C(=O)N2CCOCC2)c2ccccc21	-3	-3	-9	5	-6	8	0.1	2	-1
COc1ccc(NC(=O)c2cc3c(=O)n4ccccc4nc3n2C)cc1OC	-19	-8	-5	8	-11	4	0.5	3	-1
CC1(C(=O)NS(=O)(=O)c2ccc(C#N)cc2)CCN1C(=O)CCc1ccc(Cl)cc1Cl (stereo not given)	2	-10	-2	2	2	x	-0.1	2	-3
O=c1c2ccccc2nnn1Cc1ccc(F)cc1	17	-6	-6	3	-8	1	0.2	-1	-8
CCCc1[nH]nc2c1C(c1cccc(OC(=O)c3ccco3)c1)C(C#N)=C(N)O2 (stereo not given)	13	1	-16	2	0	-16	-0.1	9	-4
COCCN1C(=O)C(=O)/C(=C(/O)c2ccc(OC(C)C)cc2)C1c1cccnc1 (stereo not given)	14	-40	-4	15	-7	-15	-0.1	-3	5
O=C1OC(/C=C/c2ccc(Cl)cc2)=NC/1=C/c1ccco1	12	-3	-2	4	16	2	-0.1	1	-4
CCC(C)Nc1ccc(NC(C)CC)cc1 (stereo not given)	7	6	-5	-9	x	-3	0.4	x	-13
O=CN1CCN(C(=O)c2ccc([N+](=O)[O-])cc2)CC1	18	-20	-14	11	3	-5	0.5	-1	-3
C=CCNC(=S)NNC(=O)c1ccncc1	9	-5	-15	5	-16	-2	0.1	4	-1
CCC(=NCCN1CCNCC1)C1=C(O)CC(C)(C)CC1=O	15	-25	-14	8	3	-3	1.6	6	-6
Oc1cc(O)c2c(c1)OC(c1ccc(O)c(O)c1)C(O)C2 (stereo not given)	4	-24	-10	5	-12	0	0.3	0	-1
C#CCOCCOCCOCCNc1nc(N2CCN(C(=O)Cn3cc(CCO)nn3)CC2)nc(N2CCN(C(=O)[C@H](CCCCN)n3cc(CC(C)O)nn3)CC2)n1 (stereo not given in full)	-14	10	-6	-3	-14	x	-0.2	17	-4
Cc1ccc(N2C(=O)C(CC(=O)Nc3cccc(F)c3)N(CCc3ccncc3)C2=O)cc1 (stereo not given)	12	-16	0	15	8	0	0.1	1	-1
CCN1C[C@@H]2[C@@H]3C(=O)N(C)C(=O)[C@@H]3[C@](C)(C(=O)OC)N2C1=NC	11	-6	-7	5	-2	-5	0.4	1	-2
CC(C)C(=O)N1CCN(c2ccccc2NC(=O)c2ccc(C#N)cc2F)CC1	5	9	-2	4	-5	-21	22*	4	-6
COc1cc2c(cc1OC)CN(C(=S)NC(=O)c1ccccc1)CC2	-15	-2	8	0	-7	-44	0.1	0	-5
O=C(NNC(=O)c1cccs1)c1cccnc1	12	4	-4	12	-4	1	0.3	1	3
COc1cccc(CNC(=O)c2ccc(NC(=O)C3=CSCCO3)cc2)c1	0	-16	-8	12	-6	-6	0.9	2	-1
CCOc1ccccc1C(=O)NN1C(=O)CCC1=O	19	-9	-10	6	-15	1	0.3	0	-8
Cc1cc(C)c[n+](-c2nc([O-])sc2C=O)c1	10	-10	-10	2	4	-4	0.3	3	-1
COc1ccc(OC)c(C=NNC(=O)NN=Cc2cc(OC)ccc2OC)c1	9	-3	-4	3	6	x	1.8	3	-3
Cc1ccc(-c2nnc(SCC(=O)N/N=C/c3ccccc3C(=O)O)n2-c2ccc(C)cc2)cc1	14	-16	-8	12	-29	-23	-0.4	4	2
CC(=O)Nc1ccc(S(=O)(=O)NCCC(=O)N2CCN(c3ccccc3Cl)CC2)cc1	7	-10	1	5	25	-3	0.8	6	-7
CCOC(=O)C(C#N)C(Cc1ccccc1)c1ccco1 (stereo not given)	17	-33	-1	9	16	-11	0.3	20	-3
Going on with the list.
SMILES	CHO-K1 Ca PAM	M1 antag	CHO-K1 Ca antag	CHRM1 PAM	TAAR1 antag	CHO parental Ca	M1 ag parental	TAAR1 ag	CHRM1 agonist
CCNC(=O)CSc1nc2ccccc2c(=O)n1CCCOC(C)C	11	3	5	1	7	6	0.7	1	3
COc1ccc(-c2c(C)oc3c(CN4CCOCC4)c(O)ccc3c2=O)cc1	-6	-1	-17	2	-1	8	1.8	0	-6
Cc1ccc(O)c(C2=NCCNC(C(F)(F)C(F)F)=C2)c1	3	-4	-1	3	10	-2	0.5	2	-6
CC1(C)CC(=O)C=C(NCC(O)c2ccccc2)C1 (stereo not given)	0	-10	-2	7	-2	9	0.5	4	-3
COc1ccc(-c2cc(C)nc3nc(N)nn23)cc1	23	-2	-10	4	-4	-6	0.2	0	-4
COc1cc(NC(=S)NCc2cccs2)cc(OC)c1	11	-8	-5	6	-2	0	1.0	0	-7
COc1ccccc1-n1c(SCC(=O)Nc2ccc(C)cc2)nc(O)cc1=O	-3	-28	8	5	-7	9	-0.1	1	-2
CC(=O)Nc1ccc(N2C(=O)c3ccc(S(=O)(=O)c4ccc(C(=O)O)cc4)cc3C2=O)cc1	8	-5	-1	5	-8	-12	-0.1	4	-2
O=C(c1ccccc1)c1ccc(OCC(O)CNCc2cccc(Cl)c2)cc1 (stereo not given)	-6	-11	14	8	7	x	3.2	58*	-4

Entries of single compounds, looked up by structure. Screens in order: CHO-K1 Ca PAM, M1 antag, CHO-K1 Ca antag, CHRM1 PAM, TAAR1 antag, CHO parental Ca, M1 ag parental, TAAR1 ag, CHRM1 agonist
Results for CC1(C(=O)NS(=O)(=O)c2ccccc2C(F)(F)F)CCN1C(=O)CC1CCCCC1 (stereo not given) : -8, 2, 6, 5, -15, x, 0.0, 2, -4
Results for COc1ccc(-c2[nH]c(-c3ccc(F)cc3)nc2SCC(=O)NCc2ccco2)cc1OC : 8, -2, 11, -8, 23, 0, 2.1, 6, -3
Results for Cc1ccccc1N1CCN(C2CCCN(C(=O)CCn3cnnn3)C2)CC1 (stereo not given) : -13, 5, 4, -2, -12, -24, 0.2, 0, -6
Results for O=C(NNC(=O)C12CC3CC(CC(C3)C1)C2)c1ccccc1O : 5, -1, -1, 2, -23, -3, 0.3, 2, 0
Results for CCOc1ccc(/C=C2\SC(=O)N(CCNC(=O)CN3C(=O)NC4(CCCC4)C3=O)C2=O)cc1OC : 16, -15, -11, 8, 9, -3, 0.6, -1, -5

Bioassay records (PubChem)
